Screening results as filed in PubChem.
NSD2 inh – inhibitors of human histone methyltransferase NSD2; NSD2 peptide methylation, AlphaScreen, 120 min; inhibition, % at 12.5 µM; actives 0.54% (n = 310,000); in the data active means inhibition above about 50%
MITF TRPM1 HTS – increases MITF-driven TRPM1 promoter luciferase signal; SK-MEL-5 TRPM1-promoter luciferase, 24 h; % of positive control, neutral wells = 0; actives 0.75% (n = 300,000); activation, % at 12.5 µM; AID 588334;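 active means mean activation of at least 80% with every replicate also reaching 80%; inconclusive means mean reaches 80% but some replicate falls short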;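 further: 0% = neutral control wells and 100% = parthenolide positive control wells; values of inactives mirror those of a sister screen read the other way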
dFosB activator – activators of mouse delta FosB homodimer; purified delta FosB, TAMRA-CDK5 oligo fluorescence polarization; percent of positive-control signal above neutral wells; activation, % at 25 µM; actives 0.99% (n = 340,000);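 active means mean activation above about 17%, with every replicate also reaching it, limit read from the data, passing the limit was not always enough; inconclusive means only one of the two conditions met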;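 further: fluorescence polarization rise as delta FosB binds a TAMRA Cdk5 AP-1 oligo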
Wnt bcat act – activators of Wnt/beta-catenin signaling | AID 743398 | actives 1.2% (n = 300,000) | activation, % at 9.35 µM | Wnt/beta-catenin reporter cell assay, activator, plate reader; in the data active means activation above about 30%, passing the limit was not always enough; inconclusive means no clear call, values can overlap the other calls;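 further: 0% = neutral control wells and 100% = positive control wells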
HTR5A inv ctr – HTR5A inverse agonism, opioid heterodimer counter-screen | AID 504634 | inhibition, % at 9.3 µM | HTR5A cell line, luminescence | actives 0.083% (n = 340,000) | P47898; in the data active means inhibition mostly above about 23%, no sharp cut-off; inactive means mostly below about 18%;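 further: 0% = cells with DMSO and 100% = no-cell wells with DMSO; some compounds called inactive have numbers as strong as hits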
Target sequence (P47898 whole entry, looked up): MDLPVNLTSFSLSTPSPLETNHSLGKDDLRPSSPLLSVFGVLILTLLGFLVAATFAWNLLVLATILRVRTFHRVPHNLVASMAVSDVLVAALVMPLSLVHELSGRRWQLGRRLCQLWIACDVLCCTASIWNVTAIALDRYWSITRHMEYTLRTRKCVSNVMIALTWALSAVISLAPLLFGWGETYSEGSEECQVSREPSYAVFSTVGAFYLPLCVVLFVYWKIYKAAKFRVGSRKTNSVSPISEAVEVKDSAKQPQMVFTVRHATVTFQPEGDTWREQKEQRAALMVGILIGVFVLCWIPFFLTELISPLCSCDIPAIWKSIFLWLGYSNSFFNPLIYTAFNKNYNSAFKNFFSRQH
HTR5A ag ctr – activates human HTR5A in OPRM1-OPRD1 agonist counter-screen | P47898 | AID 504692 | HTR5A agonist assay, luminescence, cell-based | activation, % at 9.3 µM | actives 0.61% (n = 340,000); in the data active means activation mostly above about 9.5%, no sharp cut-off; inactive means mostly below about 7.6%;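 further: 0% = cells with vehicle only and 100% = reference agonist; strong numbers were not always called active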
V-ATPase pHluor – regulators of yeast V-ATPase proton transport; response, % at 10 µM; AID 504577; S. cerevisiae, pHLuorin cytosolic pH fluorescence; actives 0.37% (n = 350,000); in the data active means response mostly above about 7.3%, no sharp cut-off; inactive means mostly below about 5.4%; further: actives read high; inactives centre near 0; some compounds called inactive have numbers as strong as hits; reference of the scale not given here
PvdQ inh – P. aeruginosa PvdQ acylase inhibition; purified PvdQ acylase, fluorescence plate reader; inhibition, % at 10 µM; actives 0.063% (n = 340,000); in the data active means inhibition above about 30%, passing the limit was not always enough; inconclusive means no clear call, values can overlap the other calls;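 further: 0% = vehicle neutral wells and 100% = reference inhibitor wells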
SR-BI HDL uptake – mouse SR-BI HDL lipid transfer inhibition; actives 0.96% (n = 320,000); inhibition, % at 12.5 µM; Q61009; ldlA[mSR-BI] CHO cells, DiI-HDL uptake fluorescence, 3 h;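 active means mean replicate inhibition of at least 70% and a set share of replicates each scoring 70 or more; inconclusive means meets just one of the two criteria; inactive means fails both criteria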;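 further: 0% = median of neutral control wells and 100% = median of positive control wells; values of inactives mirror those of a sister screen read the other way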
Target sequence (Q61009 whole entry, looked up): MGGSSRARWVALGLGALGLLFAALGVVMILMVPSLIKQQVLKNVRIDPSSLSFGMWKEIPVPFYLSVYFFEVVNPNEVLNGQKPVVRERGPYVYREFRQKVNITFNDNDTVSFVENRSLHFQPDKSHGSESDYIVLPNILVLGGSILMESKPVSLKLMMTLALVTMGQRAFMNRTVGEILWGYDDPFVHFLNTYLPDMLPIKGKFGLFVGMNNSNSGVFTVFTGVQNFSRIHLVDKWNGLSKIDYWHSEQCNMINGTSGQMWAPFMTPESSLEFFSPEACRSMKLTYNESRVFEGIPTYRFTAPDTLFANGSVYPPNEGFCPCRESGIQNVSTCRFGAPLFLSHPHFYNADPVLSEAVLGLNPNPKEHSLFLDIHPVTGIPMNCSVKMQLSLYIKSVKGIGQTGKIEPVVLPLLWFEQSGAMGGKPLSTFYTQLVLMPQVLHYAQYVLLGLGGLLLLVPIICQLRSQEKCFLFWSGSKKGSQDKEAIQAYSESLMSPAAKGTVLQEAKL
CDK5 p35 inh – blocks human CDK5/p35 kinase activity. Recombinant CDK5/p35, ADP-Glo luminescence, 60 min. inhibition, % at 10 µM. actives 0.01% (n = 330,000);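 active means highest replicate inhibition of at least 50% and at least 75% of replicates reaching 50%; inconclusive means only one of the two criteria met; inactive means both criteria failed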;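 further: plate controls were DMSO neutral control for no effect and GW8510 at 10 µM for full effect; many of its hits are not listed in these tables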
* = called active by the depositor; ? = inconclusive; . = no result given; & = joins results of further samples.

#1 COc1cc(OC)c(C(=O)/C=C/c2ccc(OCc3ccccc3)c(OC)c2)c(OC)c1
#2 C=CCOC(=O)N1CCC2CC1c1cc(-c3ccc(OC)cc3)ccc12 (stereo not given)
#3 COc1cc(CNC2CCCC2)cc(OC)c1
#4 CCOC(=O)C1=C(CC)Nc2ccccc2N/C1=N\S(=O)(=O)c1cccc(C(C)=O)c1
#5 Cc1ccc(CNc2ncc(-c3ccccc3)n2C)o1
#6 O=C(COC(=O)Cc1ccc(F)cc1)Nc1cc(S(=O)(=O)N2CCOCC2)ccc1N1CCCC1
#7 COCCn1c(C23CC4CC(CC(C4)C2)C3)n[nH]c1=S
#8 CC(C)(C)C(=O)Nc1ccc(F)cc1[N+](=O)[O-]
#9 O=[N+]([O-])c1cccc(/C=N/Nc2nc(N3CCCCC3)nc(N3CCCCC3)n2)c1
#10 O=C(CSCC(=O)NC1CC1)Nc1ccc2ccccc2c1

Compound	1	2	3	4	5	6	7	8	9	10
NSD2 inh	-2	.	5	-1	8	1	43	0	-1	-3
MITF TRPM1 HTS	.	-3	-3	-3	9	6	3	.	0	8
dFosB activator	3	-6	0	-7	-9	-5	-2	-2	6	-12
Wnt bcat act	-1	-4	1	-4	10	0	.	-1	-1	.
HTR5A inv ctr	-2	12	8	2	-8	-1	-10	-8	-17	-33
HTR5A ag ctr	2	-4	1	-1	3	4	4	4	0	-4
V-ATPase pHluor	-3	-1	-1	1	2	-6	-2	1	2	-7
PvdQ inh	-4	11	-5	-13	-10	-7	-11	-5	-15	0
SR-BI HDL uptake	.	-4	4	-11	-13	-5	-3	-11	38	22
CDK5 p35 inh	1.4	0.8	1.4	-2.0	-1.9	-1.4	0.8	0.0	-0.9	-1.0

#11 CC(C)CCn1c(=O)c2sccc2n2c(CCCC(=O)N3CCC(N4CCCCC4)CC3)nnc12
#12 COc1cccc(NC(=O)CN2C(=O)NC3(CCCc4ccccc43)C2=O)c1 (stereo not given)
#13 C/C(=N\NC(=O)CNC(=O)c1ccc(F)cc1)c1ccco1
#14 Cc1ccc(-n2cc(CNCCn3nc(C)cc3C)c(-c3ccc(F)cc3)n2)cc1
#15 CCOC(=O)N1CCC(N2C(=O)c3cc(C(=O)NC4CCCCC4)ccc3C2O)CC1 (stereo not given)
#16 COc1ccc(N2CCCC2=N)c(OC)c1
#17 Cc1cccc(C(=O)Oc2cccc3c(O)cccc23)c1
#18 COC(=O)CCCC(=O)NC(C)c1cnn(-c2ccccc2C)c1C (stereo not given)
#19 CCOc1ccc(-n2ccnc2SCC(=O)N2CCCc3ccccc32)cc1
#20 COCCNS(=O)(=O)c1ccc(-c2ccc(Cl)cc2)cc1

Compound	11	12	13	14	15	16	17	18	19	20
NSD2 inh	3	20	-7	2	.	-1	9	0	8	-2
MITF TRPM1 HTS	0	7	-5	19	7	.	.	-1	9	-1
dFosB activator	2	-5	-1	-2	-11	3	0	3	-3	-9
Wnt bcat act	-2	-2	-2	0	-2	-2	11	-2	-1	0
HTR5A inv ctr	0	-14	-1	0	-2	-14	-14	3	11	-8
HTR5A ag ctr	0	-2	0	0	1	0	4	-1	-3	3
V-ATPase pHluor	1	-2	1	-1	-5	-1	3	6	-3	-2
PvdQ inh	1	-11	7	-8	-22	-20	-2	9	2	10
SR-BI HDL uptake	-5	-3	-11	31	44	-1	1	-6	11	-10
CDK5 p35 inh	-1.1	-9.1	-0.5	0.5	-1.4	1.4	0.0	1.4	0.8	-0.3

#21 CCN1CCN(C(=O)c2c(-c3c(F)cccc3Cl)noc2C)CC1
#22 CCCOc1nc2c(c(=O)n(C)c(=O)n2C)n1C
#23 COc1ccc(N/C=C(\C=C\C#N)S(=O)(=O)c2ccccc2)cc1
#24 Cc1cccc(C(=O)NNC2=C(C(=O)C(F)(F)F)CCC2)c1O
#25 CC1(C2CC2)NC(=O)N(CC(=O)N2CCN(c3cccc(C(F)(F)F)c3)CC2)C1=O (stereo not given)
#26 Cc1cccn2cc(CCNS(=O)(=O)c3ccc([N+](=O)[O-])cc3)nc12
#27 Cc1ccc(C(=O)N(Cc2nc3ccccc3c(=O)[nH]2)C2CCCC2)cc1
#28 Brc1c(CSc2nc3ccccc3o2)nc2ncccn12
#29 Cc1nc2c(n1C1CCCCC1)C(=O)c1ccccc1C2=O
#30 CC1CC(c2ccccc2)=Nc2ccccc2N1 (stereo not given)

Compound	21	22	23	24	25	26	27	28	29	30
NSD2 inh	.	0	-5	8	-1	.	6	-5	1	3
MITF TRPM1 HTS	.	12	10	-6	3	.	-14	.	.	25
dFosB activator	1	7	-3	-3	-4	-7	0	-6	-8	-8
Wnt bcat act	-2	-3	1	.	0	-2	-2	49*	2	?
HTR5A inv ctr	-13	10	-11	-5	-15	10	-3	-11	-1	4
HTR5A ag ctr	-1	-3	3	3	4	-1	1	5	-2	-2
V-ATPase pHluor	1	0	-5	-2	-1	1	-1	-4	7	6
PvdQ inh	-9	-12	0	-4	6	-9	-5	-8	-12	0
SR-BI HDL uptake	12	4	23	.	37	-3	-6	8	-22	14
CDK5 p35 inh	-1.0	-0.4	-0.1	-0.5	0.8	-0.6	-1.8	0.0	-0.5	-0.1

#31 Cc1c(N)cccc1[N+](=O)[O-]
#32 C/C(=N\OC(=O)Nc1ccccc1)c1ccc(C)cc1
#33 COc1ccc(C=NNC(=O)CCCCC(=O)NN=Cc2ccc(OC)cc2)cc1
#34 CCN1C(=O)c2cccc3c(S(=O)(=O)NCc4ccco4)ccc1c23
#35 CC(C)C(C)NC(=O)CSc1nc2scc(-c3ccco3)c2c(=O)n1-c1ccccc1 (stereo not given)
#36 COCc1ccc(-c2c(-c3ccsc3)oc(=O)c3cc(OC)c(OC)cc23)cc1
#37 CC(C)CN(C(=O)c1cccc(S(=O)(=O)N2CCN(Cc3ccccc3)CC2)c1)C1CCS(=O)(=O)C1 (stereo not given)
#38 O=C(O)C1CCC(=O)N1C1CCCC1 (stereo not given)
#39 C[C@H]1CCC[C@@]2(O[C@@H](CCO)C[C@@H](O)[C@@H]2O)O1
#40 Oc1ccc(NC(=S)Nc2ccccc2)cc1

Compound	31	32	33	34	35	36	37	38	39	40
NSD2 inh	.	6	0	1	2	.	0	-1	.	0&-1
MITF TRPM1 HTS	2	101*	11	3	-3	39	1	3	4	4&25
dFosB activator	0	2	-6	-6	4	6	-6	-3	6	0&-4
Wnt bcat act	3	0	0	.	.	19	-2	0	2	29&2
HTR5A inv ctr	8	7	9	4	-8	16	2	11	0	-18&4
HTR5A ag ctr	-2	1	-2	1	5	1	-1	-2	1	5&-1
V-ATPase pHluor	-1	-2	8	-2	-1	-2	6	-2	-1	-4&1
PvdQ inh	-18	-4	-26	-11	6	4	8	1	-9	5&-8
SR-BI HDL uptake	-7	-7	23	20	11	7	5	11	-15	21&-2
CDK5 p35 inh	1.3	1.6	-2.3	1.4	-0.1	-1.9	6.9	0.8	0.0	-0.3&-1.1

#41 S=C(NCc1ccco1)N1CCN(C/C=C/c2ccccc2)CC1
#42 CCOc1ccc(C(=O)c2ccccc2C(=O)O)cc1OCC
#43 COc1ccccc1N1CCN(C(=O)c2nn(-c3ccccc3OC)c(=O)c3ccccc23)CC1
#44 S=c1nc(-c2ccccc2Cl)n(Cc2cccnc2)c2c1CCCC2
#45 N#Cc1ccc(OCC(=O)OCC(=O)c2ccc[nH]2)cc1
#46 COc1ccc(C(=O)O)cc1S(=O)(=O)Nc1ccccc1C(=O)NCc1ccc2c(c1)OCO2
#47 COCC(C)NC(=O)CSc1nc2cc(S(=O)(=O)N3CCCCC3)ccc2o1 (stereo not given)
#48 COc1ccccc1N1CCN(Cc2cc(=O)c(OCC(=O)NC3CCCC3)co2)CC1
#49 O=C(O)CCCNC(=O)/C=C/c1ccco1
#50 CC(NCc1ccc([N+](=O)[O-])cc1)C1COc2ccccc2O1 (stereo not given)

Compound	41	42	43	44	45	46	47	48	49	50
NSD2 inh	3	-1	.	-1	1	-1	-1	0	24	4
MITF TRPM1 HTS	5	-1	-11	-7	0	-1	.	-14	10	9
dFosB activator	-7	-3	-8	-3	1	6	-2	-2	-9	-5
Wnt bcat act	0	0	.	-3	3	-4	-1	-4	2	2
HTR5A inv ctr	-24	-28	4	-10	-24	7	-1	6	4	12
HTR5A ag ctr	1	0	-1	3	9	-3	0	4	-1	-3
V-ATPase pHluor	-2	-2	-2	-2	0	0	2	-3	-3	3
PvdQ inh	-17	-6	-12	-6	-4	0	-11	5	-1	-8
SR-BI HDL uptake	-8	-15	3	-39	10	-40	19	8	-19	-9
CDK5 p35 inh	-2.6	-4.4	1.7	-2.5	-1.6	-0.9	-0.5	0.7	0.8	0.6

At a glance, three of the compounds above.
#48 COc1ccccc1N1CCN(Cc2cc(=O)c(OCC(=O)NC3CCCC3)co2)CC1
#49 O=C(O)CCCNC(=O)/C=C/c1ccco1
#50 CC(NCc1ccc([N+](=O)[O-])cc1)C1COc2ccccc2O1 (stereo not given)

Compound	48	49	50
NSD2 inh	0	24	4
MITF TRPM1 HTS	-14	10	9
dFosB activator	-2	-9	-5
Wnt bcat act	-4	2	2
HTR5A inv ctr	6	4	12
HTR5A ag ctr	4	-1	-3
V-ATPase pHluor	-3	-3	3
PvdQ inh	5	-1	-8
SR-BI HDL uptake	8	-19	-9
CDK5 p35 inh	0.7	0.8	0.6

Other entries follow.
#51 CC(C)(C)c1ccc(C(=O)Nc2cnccn2)cc1
#52 CC(C)N1CCN(Cc2nc(-c3ccccc3)cs2)CC1CCO (stereo not given)
#53 O=C(C1CCN(CC2CC=CCC2)CC1)N(CCc1ccccc1)Cc1ccccc1 (stereo not given)
#54 Nc1nnc(SCC(=O)NC2CCCCCC2)s1
#55 NC(=O)C1CCN(CC(=O)Nc2ccc(S(=O)(=O)N3CCOCC3)cc2)CC1
#56 COCCCNC(=S)N(CCCO)Cc1cc2cc3c(cc2[nH]c1=O)OCO3
#57 Cc1ccc(Cn2nc(C)c(NC(=O)c3noc4c3CCCCC4)c2C)cc1
#58 O=C1/C(=C/c2cccc(F)c2)Oc2cc(O)ccc21
#59 CCN(CC)S(=O)(=O)c1cccc(N=NC2=C(O)CCCC2=O)c1
#60 CC(=O)c1ccc(OCCCC(=O)Nc2cccc(S(=O)(=O)N3CCCCC3)c2)cc1
#61 O=C(CSc1nc(C2CC2)nc2sc3c(c12)CCCC3)NCc1ccco1
#62 CC(C)(C)n1nc2c(c1NC(=O)c1ccccc1F)CS(=O)C2 (stereo not given)

Compound	51	52	53	54	55	56	57	58	59	60	61	62
NSD2 inh	.	-1	5	-1	-1	0	-1	-2	2	-1	.	.
MITF TRPM1 HTS	8	5	9	-5	4	.	2	5	-6	-8	3	-3
dFosB activator	-6	-2	-12	-8	4	-7	-11	-3	-19	-9	-2	-10
Wnt bcat act	.	0	-2	-2	0	16	.	3	-6	0	6	-2
HTR5A inv ctr	8	1	17	5	-17	-9	-16	-23	-18	20	-35	-13
HTR5A ag ctr	0	0	-5	1	-1	3	-3	6	7	2	4	5
V-ATPase pHluor	-3	0	3	-3	-4	-4	3	0	-1	-2	4	-1
PvdQ inh	-9	3	0	4	4	-10	-15	1	-1	2	11	-9
SR-BI HDL uptake	-35	-12	-16	-16	-22	-25	28	-26	-12	20	-6	6
CDK5 p35 inh	-1.4	0.0	0.9	-1.6	0.0	-0.4	0.5	0.1	-0.2	-0.8	0.9	-0.6
